SK-BR-3 tox 24h: SK-BR-3 proliferation inhibitors. SK-BR-3 viability, CellTiter-Glo ATP luminescence, 24 h; hits give low values. 41,000 compounds, 0.47% hits. viability, % at 10 µM;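 active = viability at or below the median of all test compounds minus 3 SD, in both replicates if run twice, cut at about 45% in these data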;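 also: 100% = median untreated cell wells and 0% = median positive control drug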
Starred values were filed as active, the others as inactive. Not all compounds are listed; the hit share may differ from the screen's.

SMILES | SK-BR-3 tox 24h
Cc1ccc(Cl)cc1NS(=O)(=O)c1c(C)[nH]c(=O)[nH]c1=O | 90.3
COc1ccc(NC(=O)CCn2nc(C)cc2C)cc1 | 97.9
CCCCc1c(C)c2ccc(OC)c(/C(C)=N\O)c2oc1=O | 76.0
CC1(C)CC(N(Cc2ccco2)C(=O)Cc2ccccc2)CCO1 (centres undefined) | 84.2
CCn1cc(CNC(=O)CCc2ccc(OC)cc2)cn1 | 110.6
Cn1c(CSCc2ccccc2Cl)nnc1SCC(=O)Nc1nccs1 | 84.8
Cc1ccc(OCC(O)CN2CCN(c3ccccc3)CC2)cc1 (centres undefined) | 74.6
CCOc1ccc(CN(C(=O)c2ccco2)C2CCS(=O)(=O)C2)cc1 (centres undefined) | 92.1
CC(=O)Nc1nonc1-c1nc2ccccc2n1N(C(C)=O)C(C)=O | 102.3
COc1ccc2[nH]c(=O)c(CN(C(=O)c3ccncc3)C(C)C)cc2c1 | 89.4
CN1CCN(C(=O)CN(Cc2ccc(Cl)cc2)S(C)(=O)=O)CC1 | 80.7
CCC(CC)COC(=O)C(C#N)c1nc2ccccc2nc1N1CCN(CC)CC1 (centres undefined) | 75.7
Cc1nn(-c2ccccc2)c2sc(C(=O)O)cc12 | 97.9
CN(c1ccc(C(=O)Nc2nccs2)cc1)S(=O)(=O)c1ccccc1 | 76.7
Cc1ccc(N(CN2C(=O)NC(C)(C)C2=O)CN2C(=O)NC(C)(C)C2=O)cc1 | 94.2
O=C(NC1CC1)C1CCN(c2ccc(S(=O)(=O)N3CCOCC3)cc2)CC1 | 105.3
CCCCC(CC)CNC(=O)CCS(=O)(=O)c1cccc2nonc12 (centres undefined) | 96.2
CCCOc1ccc(/C(O)=C2/C(=O)C(=O)N(CCN3CCOCC3)C2c2ccccc2)cc1 (centres undefined) | 90.0
CCOc1ccc2[nH]c(C)c(CN3CCOCC3)c(=O)c2c1 | 91.2
CCOC(=O)C1CCCN(CCC(=O)Nc2cccc(F)c2)C1 (centres undefined) | 112.5
O=S(=O)(NC1CCCCCCC1)c1cccs1 | 103.9
CC1(C)Cc2c(sc3c2c(=N)n(Cc2ccco2)c(=O)n3Cc2ccccc2)CO1 | 123.8
Cc1cccc(NS(=O)(=O)c2ccc(Oc3ccccc3)cc2)n1 | 87.7
O=C(Nc1ccc(-c2cn3ccsc3n2)cc1)C1CC1 | 89.4
Cc1nnc(SCC(=O)Nn2cnnc2)s1 | 110.2

For reference, seven of the compounds above.
SMILES | SK-BR-3 tox 24h
CCOc1ccc2[nH]c(C)c(CN3CCOCC3)c(=O)c2c1 | 91.2
CCOC(=O)C1CCCN(CCC(=O)Nc2cccc(F)c2)C1 (centres undefined) | 112.5
O=S(=O)(NC1CCCCCCC1)c1cccs1 | 103.9
CC1(C)Cc2c(sc3c2c(=N)n(Cc2ccco2)c(=O)n3Cc2ccccc2)CO1 | 123.8
Cc1cccc(NS(=O)(=O)c2ccc(Oc3ccccc3)cc2)n1 | 87.7
O=C(Nc1ccc(-c2cn3ccsc3n2)cc1)C1CC1 | 89.4
Cc1nnc(SCC(=O)Nn2cnnc2)s1 | 110.2

New compounds follow:
SMILES | SK-BR-3 tox 24h
CCOc1cc2c3c(c1)C1(C(=O)N3C(C)(C)C=C2C)C(C#N)=C(N)Oc2cc(O)ccc21 (centres undefined) | 96.8
Cn1c(SCC(=O)N2CCCCCC2)nc2c([nH]c3ccccc32)c1=O | 86.3
CCc1nc2ccccc2c(=O)n1NC(=O)c1c(O)c2cccc3c2n(c1=O)CCC3 | 119.8
CCOc1ccc2oc(-c3ccccc3)c(C(=O)O)c2c1 | 101.1
CCn1c(SCC(=O)N2CCc3ccccc32)nnc1-c1c[nH]c2ccccc12 | 90.2
NC(=O)C1CCN(C(=O)CN2C(=O)c3ccccc3S2(=O)=O)CC1 | 103.3
c1cncc(CNC2CCCc3ccccc32)c1 (centres undefined) | 88.1
O=C(c1ccccc1-c1nc(-c2ccc(Cl)cc2)no1)N1CCCC1 | 96.7
Nc1ccc(Nc2ccccc2N)cc1 | 48.2
CCOC(=O)N1CCN(C(=O)Cn2c(C)cc3ccccc3c2=O)CC1 | 82.9
CCCSc1nnc(CN2CCOCC2)n1C | 87.0
COc1ccc(OC)c(NC(=O)Cn2c(-c3ccc(Cl)cc3)noc2=O)c1 | 87.3
COc1ccc(CNC(=O)CSc2nnnn2-c2ccc(O)cc2)cc1 | 85.5
Cc1cc(C)nc(NS(=O)(=O)c2ccc(NC(=O)Cn3c(=O)oc4ccccc43)cc2)n1 | 99.5
Cc1cc(=O)n(CCc2ccccc2)c(O)c1C#N | 84.9
Cc1cc(OCc2nn[nH]n2)c2c(C)c(CC(=O)O)c(=O)oc2c1 | 94.6
COc1ccc(OC)c(-c2cc(C(=O)NCc3ccco3)no2)c1 | 100.1
O=C(NC1CCCCCCC1)c1c(O)c2ccccc2[nH]c1=O | 104.0
COc1ccc(Nc2nc(N)nc(CN3CCN(c4ccccn4)CC3)n2)cc1 | 88.6
CC(=O)C1=C(O)C(=O)N(Cc2cccnc2)C1c1ccccc1 (centres undefined) | 133.9
Nc1nc2ccc(N3CCOCC3)cc2s1 | 86.6
COc1ccc(S(=O)(=O)N(CC(N)=O)C2CCCCC2)cc1Cl | 94.0
CC(=O)c1c(N2CCCCC2)nc(=S)n(Cc2ccccc2)c1C | 94.5
COc1cc2c(cc1OC)CN(C(=O)c1cc(S(=O)(=O)N3CCOCC3)ccc1Cl)CC2 | 80.1
Cc1cc(C(=O)CSc2nc3ccccc3n2CCC#N)c(C)n1Cc1cccs1 | 54.0
The list continues:
SMILES | SK-BR-3 tox 24h
Cc1ccnc(N2CCCC(C(=O)Nc3nnc(C)s3)C2)n1 (centres undefined) | 91.6
Cc1ccc(-c2nnc(N(C)C(=O)c3ccncc3)s2)cn1 | 70.6
CCOC(=O)c1c(C)n(C)c2ccc(O)c(S(=O)(=O)c3ccccc3)c12 | 102.1
O=C(COc1ccccc1)Nc1ccc(-c2nnc(-c3ccco3)o2)cc1 | 87.0
CCCN1C2CCCC1CC(NC(=O)NC1CCCCC1)C2 (centres undefined) | 95.9
c1ccc(-c2nc(CSc3nnnn3-c3ccccc3)cs2)cc1 | 80.3
CCOC(=O)c1ccc(NCc2ccc(N(C)C)cc2)cc1 | 86.5
COCCNC(=O)CCCCCNS(=O)(=O)c1ccc(C)cc1 | 71.8
CCOc1ccc(N=CC2=C(O)CC(C)(C)CC2=O)cc1 | 76.0
CC(=O)/C(C(=N)N1CCN(C(c2ccccc2)c2ccccc2)CC1)=C(\C)O | 103.2
CC1(C)Cc2ccccc2-c2nnc(SCc3ccc(C#N)cc3)n21 | 95.9
CCC1=C/C(=C\c2ccc3c(c2)OCO3)C(=O)S1 | 94.7
O=S(=O)(CCCc1ccccc1)c1ncn[nH]1 | 116.6
Cc1cc2ccccc2c(=O)n1CC(=O)Nc1ccc2c(c1)OCCO2 | 114.4
O=C(Nc1cccc(C(F)(F)F)c1)C1CCCN(c2ncccn2)C1 (centres undefined) | 102.8
CCC(C)NC(=O)c1cn(C)c(=O)c2cc(OC)c(OC)cc12 (centres undefined) | 94.9
Cc1ccc2nsnc2c1N(S(C)(=O)=O)S(C)(=O)=O | 88.7
O=C(CNS(=O)(=O)c1ccc(Br)s1)N1CCCC1 | 88.6
Cc1ccc(NC(=O)CCC(=O)OCCCC(F)(F)C(F)(F)F)cc1 | 101.2
Cc1ccc2c(c1)sc1ncc(NC(=O)c3ccccc3)c(=O)n12 | 92.9
O=S(=O)(NC1CC2CCC1C2)c1ccc2c(c1)OCCO2 (centres undefined) | 91.8
O=C(O)c1cc(NC(=O)C2CCCO2)cc(NC(=O)C2CCCO2)c1 (centres undefined) | 75.9
CCOC(=O)Cc1csc(NC(=O)c2c(-c3ccccc3)noc2C)n1 | 94.3
N#Cc1cc2ccccc2nc1SCc1cccnc1 | 90.1
O=C(NC1CCCCC1)n1c(=O)oc2cc(S(=O)(=O)N3CCCCC3)ccc21 | 100.7
Next part.
SMILES | SK-BR-3 tox 24h
O=C(CCc1nc(-c2ccccc2F)no1)Nc1ccc(Oc2ccccc2)cc1 | 104.1
Cc1cc(C(=O)Nc2ccccc2C(F)(F)F)no1 | 87.2
CCSc1ccccc1C(=O)NCc1ccc(S(N)(=O)=O)cc1 | 86.6
O=c1[nH]c2cc3c(cc2cc1C(c1nnnn1CC1CCCO1)N1CCCCCC1)OCO3 (centres undefined) | 86.5
O=C(O)CCCC(=O)Nc1ccccc1C(=O)O | 118.2
C=CCn1c(SCC(=O)Nc2ccc3c(c2)OCCO3)nnc1-c1ccccn1 | 94.9
CCCCN1c2cc(C)c(O)cc2C(C(=O)OCC)C1C (centres undefined) | 104.7
COC(=O)c1ccccc1NC(=O)c1ccccc1NS(C)(=O)=O | 92.4
CCN(CC)S(=O)(=O)c1ccc2c(c1)c(=O)c(C(=O)NCCCN(C)c1ccccc1)cn2C | 90.2
COCCCNC(=O)c1ccccc1SC | 111.6
Cc1cc(N2CCC(C(=O)Nc3ccc(F)cc3)CC2)nc(-c2ccccc2)n1 | 87.4
CC1Cc2ccccc2N1S(=O)(=O)c1cccc(C(=O)c2nccn2C)c1 (centres undefined) | 69.0
CCc1cccc(CC)c1N(COC)C(=O)Cn1c(C(C)O)nc2ccccc21 (centres undefined) | 92.6
O=C(O)CSc1nnc(Cc2ccccc2)n1Cc1ccccc1 | 104.1
O=C(NCCCN1CCCC1=O)c1cccnc1 | 103.4
Cc1c(C#N)c2ncn(CCCN(C)C)c(=O)c2n1-c1ccccc1 | 80.3
Cc1nnc(SCc2cccs2)[nH]c1=O | 81.9
Cc1ccc(N2CC(C(=O)N3CCc4ccccc4C3)CC2=O)cc1 (centres undefined) | 110.1
CCOC(=O)N1CCC(NC(=O)CCC(=O)N2CC(C)Oc3ccc(Cl)cc32)CC1 (centres undefined) | 95.2
COc1cc(OC)cc(-c2nnc(Nc3nc4c(F)cccc4s3)o2)c1 | 88.7
COc1ccc(CCN(C)CCCC(C#N)(c2ccc(OC)c(OC)c2)C(C)C)cc1OC (centres undefined) | 84.4
CC1(C)CC(NC(=O)CC2CCCCC2)CC(C)(C)N1 | 99.5
Cc1cc(N2CCN(C)CC2)nc2ccc(NC(=O)c3ccc(Br)o3)cc12 | 87.4
Cn1c(COc2ccccc2)nnc1SCC(=O)Nc1ccc(N2CCOCC2)c(Cl)c1 | 90.3
CC1CCCCN1c1nc(-c2ccncc2)nc2ccccc12 (centres undefined) | 92.2

Rewritten with tabs: two of the compounds above.
molecule	SK-BR-3 tox 24h
Nc1nc2ccc(N3CCOCC3)cc2s1	86.6
O=C(c1ccccc1-c1nc(-c2ccc(Cl)cc2)no1)N1CCCC1	96.7

By substructure: the entries above containing bromine
SMILES | SK-BR-3 tox 24h
O=C(CNS(=O)(=O)c1ccc(Br)s1)N1CCCC1 | 88.6
Cc1cc(N2CCN(C)CC2)nc2ccc(NC(=O)c3ccc(Br)o3)cc12 | 87.4

Further entries follow:
SMILES | SK-BR-3 tox 24h
COc1cc2c(cc1OC)CN(Cc1cccs1)CC2 | 95.7
O=C(Cn1nnc(-c2ccncc2)n1)N1CCc2ccccc21 | 89.5
CCOCCc1nnc(NC(=O)c2ccc(OC)c(OC)c2)s1 | 84.3
CCOc1ccc(N2C(=O)CC(N3CCN(c4ccc(C(=O)c5ccncc5)cc4)CC3)C2=O)cc1 (centres undefined) | 111.2
O=C(CCCn1nnc(-c2cccnc2)n1)c1ccc(F)cc1 | 88.8
Cc1ccc(S(=O)(=O)N(Cc2ccc(F)cc2)Cc2ccco2)cc1 | 72.3
Cc1cc2c(cc1C)NC(c1cccnc1)C1=C(CC(C)(C)CC1=O)N2 (centres undefined) | 91.3
CCOC(=O)C1CCCN(Cc2ccc3c(c2)OCO3)C1 (centres undefined) | 78.5
C=CCn1c(O)c(C(CC)=NCCN2CCOCC2)c(=O)[nH]c1=O | 101.7
O=C(O)CC1Sc2ccccc2NC1=O (centres undefined) | 92.0
CC(=O)Nc1sc2c(c1CN1CCN(c3ccccn3)CC1)CCCC2 | 90.6
Cc1nn(Cc2ccc(C(=O)NC3CCCCC3)o2)c(C)c1Br | 89.9
CN(c1ccccc1)S(=O)(=O)c1cc(C(=O)N2CCN(c3ccccn3)CC2)ccc1Cl | 80.7
COc1ccc(NC(=O)Cn2nnc(-c3ccccc3F)n2)cc1 | 93.6
O=c1nc(C(F)(F)F)nc2ccccn12 | 99.0
Cc1cccc(C)c1N1C(=O)c2ccccc2C1=O | 94.3
CCn1c(SCC(=O)Nc2cccc(NC(=O)c3cccs3)c2)nnc1-c1ccncc1 | 96.0
O=C(NC1CCCCC1)N1CCC(c2nc3ccccc3[nH]2)CC1 | 91.8
O=C(CN1CCOCC1)Nc1ccc(S(=O)(=O)N2CCCCCC2)cc1 | 112.5
CC(C)[C@H](NC(=O)NCc1ccco1)C(=O)O | 88.1
Cc1ccc(NC(=O)CSCC(N)=O)cc1C | 99.1
COc1ccccc1CN(Cc1cc2cc(C)ccc2[nH]c1=O)Cc1nnnn1Cc1ccco1 | 70.1
CC1CCCCN1C(=O)CSc1nnc(-c2ccc(Cl)s2)o1 (centres undefined) | 81.9
Cn1c(=O)n(CC(=O)Nc2cccnc2)c2ccccc21 | 84.2
CCOC(=O)c1cc(CN2CCOCC2)oc1-c1ccccc1 | 86.0
Additional records
SMILES | SK-BR-3 tox 24h
CCC1CCCCN1C(=O)N[C@@H](CCSC)C(=O)OC (some centres undefined) | 106.6
Cc1cccc(N(CC(=O)NCc2ccccc2)C(=O)Cn2nnc(-c3ccc(C)o3)n2)c1 | 64.8
Cc1ccc(-c2noc(CCCC(=O)Nc3cccnc3)n2)cc1 | 90.3
Cc1cc(N2CCN(C)CC2)nc2ccc(NC(=O)CCC(=O)NCc3ccco3)cc12 | 61.4
Cc1cc(C(=O)Nc2sc(C)c(C)c2C#N)c(C)o1 | 121.4
O=C(OCCN1C(=O)CCC1=O)c1ccc(S(=O)(=O)N2CCCCC2)cc1 | 88.3
CNS(=O)(=O)c1cccc2cccnc12 | 81.3
CCOC(=O)C(C(=O)OCC)N(C#N)c1nc(SC)nc(N(C)C)n1 | 88.1
CCOc1ccc(N2C(=O)CC(N3CC(C)OC(C)C3)C2=O)cc1 (centres undefined) | 103.4
COc1cc(N2CN=c3s/c(=C\c4ccccn4)c(=O)n3C2)cc(OC)c1OC | 107.2
COCc1nc(-c2cc(OC)c(OC)c(OC)c2)no1 | 53.9
CCCOc1ccc(Cn2cnc3ccccc32)cc1 | 81.5
CC1Cc2ccccc2N1C(=O)COC(=O)c1ccc(S(=O)(=O)N(C)C)cc1 (centres undefined) | 109.5

Screening data as filed in PubChem BioAssay.
